NR3A LBD binder – modulators (binders) of human NR3A ligand-binding domain; NR3A LBD differential scanning fluorimetry, Tm shift; 0% = protein alone, 100% = glycine-bound protein; Tm shift relative to glycine control, % at 25 µM; actives 2.5% (n = 340,000); AID 1259313;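 active = melting temperature shift of at least 10% of the positive control shift, at one fixed dose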
MPTP inh – inhibitors of mitochondrial permeability transition pore | inhibition, % at 10 µM | actives 1.4% (n = 360,000) | isolated mouse mitochondria, Ca2+ swelling absorbance, 30 min | AID 602449;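 active = inhibition of 50% or more, scaled per plate between neutral and stimulator controls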;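 note: 0% = DMSO wells given calcium and 100% = 1 mM EGTA wells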
PfGluPho inh – PfG6PD (Plasmodium falciparum) enzyme inhibition. inhibition, % at 20 µM. PfGluPho enzyme, NADPH resazurin-diaphorase fluorescence. actives 0.78% (n = 350,000);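 active = inhibition reaching at least a set limit at 20 µM in the primary screen, cut at about 59% in these data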;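 note: 0% = DMSO wells with substrate and 100% = DMSO wells lacking glucose-6-phosphate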
ATG4B inh – ATG4B (human) cysteine protease inhibition | Q9Y4P1 | ATG4B cleavage of LC3-PLA2, NBD-HPC fluorescence, 1 h | inhibition, % at 8.33 µM | actives 0.51% (n = 340,000) | AID 504462; in the data active = inhibition above about 40%
Target sequence (Q9Y4P1 whole entry, looked up): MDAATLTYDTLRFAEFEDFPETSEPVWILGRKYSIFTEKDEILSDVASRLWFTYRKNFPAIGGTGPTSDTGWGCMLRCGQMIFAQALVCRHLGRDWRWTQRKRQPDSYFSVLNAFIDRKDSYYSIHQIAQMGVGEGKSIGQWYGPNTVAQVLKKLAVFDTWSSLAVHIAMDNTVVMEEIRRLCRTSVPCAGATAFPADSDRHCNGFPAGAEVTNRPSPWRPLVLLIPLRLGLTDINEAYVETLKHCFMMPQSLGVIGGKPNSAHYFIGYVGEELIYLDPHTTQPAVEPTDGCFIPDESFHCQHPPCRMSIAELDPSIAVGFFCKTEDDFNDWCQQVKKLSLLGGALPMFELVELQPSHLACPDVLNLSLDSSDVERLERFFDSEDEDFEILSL
SENP8 inh – blocks human SENP8 cleavage of Nedd8 substrate | Q96LD8 | actives 0.64% (n = 360,000) | inhibition, % at 20 µM | recombinant SENP8, Nedd8 substrate fluorescence; in the data active = inhibition mostly above about 40%, no sharp cut-off; inactive = mostly below about 27%
SENP6 inh – blocks the human protease SENP6 | Q9GZR1 | Recombinant SENP6 catalytic domain, aminoluciferin luminescence | inhibition, % at 10 µM | actives 1.8% (n = 330,000);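 active = inhibition above about 50% at the single tested dose, limit read from the data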;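 note: plate controls were DMSO wells with enzyme for no effect and DMSO wells lacking enzyme for full effect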
hIAP activ – increases human intestinal alkaline phosphatase activity | actives 0.16% (n = 330,000) | AID 2524 | P09923 | purified human IAP, CDP-Star luminescence, 30 min; stronger effect = higher value; 1 = vehicle-only enzyme, 0 = enzyme-free background | activation factor at 10 µM;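 active = activation factor of the enzyme at least 2-fold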; note: the source names both 10 and 20 µM as test concentration; values of inactives mirror those of a sister screen read the other way
Target sequence (P09923 whole entry, looked up): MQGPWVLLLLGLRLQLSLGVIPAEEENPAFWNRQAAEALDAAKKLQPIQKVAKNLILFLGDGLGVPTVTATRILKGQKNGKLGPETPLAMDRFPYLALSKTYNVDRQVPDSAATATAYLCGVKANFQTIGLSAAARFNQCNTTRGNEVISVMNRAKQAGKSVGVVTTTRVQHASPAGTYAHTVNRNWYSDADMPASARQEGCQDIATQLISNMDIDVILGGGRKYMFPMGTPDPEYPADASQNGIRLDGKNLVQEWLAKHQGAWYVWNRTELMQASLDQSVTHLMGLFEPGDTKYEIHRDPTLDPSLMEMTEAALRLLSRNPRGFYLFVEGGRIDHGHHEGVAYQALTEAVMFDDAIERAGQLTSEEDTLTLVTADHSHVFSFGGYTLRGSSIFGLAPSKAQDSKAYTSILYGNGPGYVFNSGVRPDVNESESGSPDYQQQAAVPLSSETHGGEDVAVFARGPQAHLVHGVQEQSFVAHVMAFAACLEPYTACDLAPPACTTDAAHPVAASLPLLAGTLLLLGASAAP
SENP1 inh – blocks the human SENP1 SUMO protease catalytic domain; recombinant SENP1 catalytic domain, CyPet-SUMO1-YPet FRET cleavage; actives 0.21% (n = 360,000); inhibition, % at 10 µM; Q9P0U3;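 active = inhibition at least 30% at 10 µM, raw YFP signal under a set limit, fluorescence ratio 0.5 to 1.5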;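 note: 0% = enzyme with DMSO and 100% = no enzyme wells; some results filed as inactive read as strong as hits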
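Test system: recombinant human SENP1 catalytic domain, His6-tagged / Medium: pH 8 Tris buffer with EDTA, NaCl, BME, BSA, NP40, catalase / Also added: SUMO1 FRET substrate flanked by Cypet and Ypet, 25 nM / Times: 50 min reaction at room temperature / Signal: FRET, CFP and YFP emission / Control set: no-enzyme low control and enzyme-plus-DMSO high control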
An asterisk follows results filed as active; / = no result given. The order is random (roughly 6.7% active in at least one column).

molecule	NR3A LBD binder	MPTP inh	PfGluPho inh	ATG4B inh	SENP8 inh	SENP6 inh	hIAP activ	SENP1 inh
S=C(NN=C(c1ccccc1)c1ccccn1)N(Cc1ccccn1)Cc1ccccn1	-2	-0.6	47	3	6	/	/	-1
O=C(COc1ccccc1)NNC(=S)NC(=O)c1ccccc1	0	-0.5	13	-8	2	-3	1.3	2
CSc1nc2ccc3nc(NC(=O)c4ccccc4)sc3c2s1	-3	1.9	-12	0	-408	7	0.9	-7
CC1(C)C2CCC13CS(=O)(=O)N[C@@H]3C2 (stereo partly drawn)	3	-1.9	12	-15	1	-4	0.96	2
COc1ccc(N2C(=O)c3ccccc3NC2c2ccc(NC(C)=O)cc2)c(OC)c1 (stereo not drawn)	0	0.1	0	-2	-280	-22	0.94	-4
CCN1CCN(CCCOc2ccc(-c3ccccc3)cc2)CC1	0	/	-4	7	/	-4	1.1	/
CC(=NO)C1CCC2C3CCC4CC(=NO)CCC4(C)C3C(C)(O)CC12C (stereo not drawn)	0	0.6	8	-2	7	/	/	8
C=CCn1c(SCc2ccc(C#N)cc2)nnc1-c1ccccc1	-1	-1.1	-5	1	13	-4	1	0
CC1(C)C(=O)Nc2ccccc2N1C(=O)COc1ncnc2ccccc12	-1	-2.7	7	-6	9	-6	0.91	2
COc1cc(S(=O)(=O)NC2CCCC2)c(OC)cc1C	0	0.2	5	2	6	-3	1.2	3
Cc1cccc(N2CCN(C3CCCCC3NS(=O)(=O)c3ccccc3)CC2C)c1 (stereo not drawn)	3	3.0	-2	0	16	-4	1.1	1
CCN1CCN(C(=O)c2ccc3c(c2)N(Cc2ccc(F)cc2)C(=O)c2ccccc2S3=O)CC1 (stereo not drawn)	0	-0.5	1	-9	10	-4	1	-1
O=C(O)C1C(c2ccccc2)C(C(=O)N2CCOCC2)C1c1ccccc1 (stereo not drawn)	-1	1.1	-10	-7	26	-6	0.97	2
Cc1ccc(S(=O)(=O)N2C(=O)c3cccc4cccc2c34)cc1	2	4.9	-1	-4	-75	-16	0.85	-6
C=CCn1c(-c2ccccc2)nc(=S)c2c1CC(C)(C)OC2	1	-0.1	-16	0	23	-6	0.99	1
COc1ccc(S(=O)(=O)N(C)C[C@H]2OCCCC[C@@H](C)Oc3ccc(NC(=O)CCC(F)(F)F)cc3C(=O)N([C@H](C)CO)C[C@@H]2C)cc1	/	0.6	19	/	2	/	/	-1
Cc1cc(NS(=O)(=O)c2ccc(NC(=S)NC(=O)c3ccccc3)cc2)no1	-5	-7.7	-16	5	17	44	0.93	0
Cc1ccc(-c2nn(CCC(=O)NCC3CCCO3)c(=O)c3ccccc23)cc1 (stereo not drawn)	1	-1.2	3	0	19	-5	1.2	1
Cc1ccc(C2C(C#N)=C(N)N(N(C)C)C3=C2C(=O)CCC3)cc1 (stereo not drawn)	-4	0.3	15	-9	17	-6	1.2	-1
CC12CCC(C(=O)NC3CCCC3)(CC1=O)C2(C)C (stereo not drawn)	-10	-0.7	-1	-11	2	-17	1	1
Cc1sc2ncnc(N[C@@H](CCC(=O)O)C(=O)O)c2c1C	1	-2.0	-3	11	21	6	1	0
O=C(c1cccc(S(=O)(=O)N2CCCCCC2)c1)N1CCN(c2ccccc2F)CC1	17*	-0.3	-6	2	4	-13	1.1	1
O=C(O)c1cccc2cccnc12	-1	-0.2	-9	1	14	-3	1.1	1
C[C@H](CO)N1C[C@H](C)[C@@H](CN(C)C(=O)Nc2ccc(C(F)(F)F)cc2)Oc2c(NC(=O)Nc3ccccc3)cccc2C1=O	15*	-1.4	22	-18	-2	-16	0.92	-2
COc1ccccc1NS(=O)(=O)c1ccc(OC)c([N+](=O)[O-])c1	-1	-0.2	-12	-9	6	-24	1.1	4
CCC(=O)Nc1cccc(NC(=O)c2ccc3c(c2)OCO3)c1	-20	-0.9	13	-12	3	-35	0.97	1
CCCCOc1ccc(Cl)cc1CSc1n[nH]c(C)n1	0	1.0	7	-2	11	6	1.4	3
Cc1cc(NC(=O)CSc2nc3ccccc3c(=O)n2CCCC(=O)NCc2ccco2)n[nH]1	1	2.9	-23	0	22	-7	1.1	1
O=C(CCN1C(=O)c2ccccc2C1=O)Nc1cccc(S(=O)(=O)NC2=NCCC2)c1	0	-4.6	5	-5	10	-2	0.99	1
Cc1ccc2c(c1)-c1c(ssc1=S)C(C)(C)N2C(=O)CN1C(=O)c2ccccc2C1=O	1	-0.1	12	-6	50*	-9	1	17
C=CCn1c(O)c(N=Nc2ccccc2C)c2ccccc21	0	/	31	-5	/	3	0.76	/
CC(=O)C(C(C)=O)c1cc(NS(=O)(=O)c2ccccc2)ccc1NS(=O)(=O)c1ccccc1	-8	-1.1	-30	-20	-22	-20	1	0
COc1ccc(/C=N\NC(=O)CC(=O)Nc2cccc(Cl)c2)cc1OC	-1	-0.3	-1	0	7	-20	0.95	0
O=C(NC1CCCC1)C(c1ccccc1F)N(C(=O)c1csnn1)c1ccccc1 (stereo not drawn)	0	0.0	-11	-2	4	-4	1	-1
CC1(C(=O)Nc2ccc3ccccc3c2)CC1(Br)Br (stereo not drawn)	-3	0.2	10	-11	4	10	1.2	2
Cc1ccc(Sc2ccc(CO)cc2[N+](=O)[O-])cc1	0	4.8	-5	-21	28	-17	1	2
Cc1ccc(S(=O)(=O)Nc2ccc(C(N)=O)cc2)cc1[N+](=O)[O-]	1	-0.6	-6	-5	16	-7	0.89	1
O=C(O)CNC(=O)c1ccc(NC(=O)/C(=C/c2ccccc2)NC(=O)c2ccccc2)cc1	-1	0.7	-16	0	2	-17	1.1	2
NNC(=O)c1ccc(CSc2nc3ccccc3s2)cc1	-2	-4.7	4	-4	-11	14	0.92	0
Cc1ccc(C(=O)C2C(c3cccs3)NC(=O)NC2(O)C(F)(F)F)cc1 (stereo not drawn)	0	-2.4	9	-12	23	-4	0.86	-1
CS(=O)(=O)N1CCC(C(=O)NCc2ccc(F)cc2Cl)CC1	-1	0.9	3	10	10	-25	0.84	-1
COc1ccc(CCNC(=O)c2nc(-c3cccs3)no2)cc1OC	-2	12	-5	1	8	-9	0.87	2
CCCN(CC(=O)Nc1ccccc1C)C(=O)/C=C/c1ccc(OC)c(OC)c1	/	-0.6	-12	/	-198	/	/	0
Cc1cccc(NC(=O)CCc2nc3sc4c(c3c(=O)[nH]2)CCCC4)n1	1	0.1	5	-8	-40	-18	1.1	-19
Cc1cc(C)cc(OCC(=O)NNC(=O)c2ccccn2)c1	1	-3.4	-7	1	16	4	1.8	2
Cc1ccc(C(=O)NCC(=O)N2CCCCCCC2)cc1	0	-0.5	-9	6	1	-7	0.97	-2
COc1ccc(CCNC(=O)c2cc3c(=O)n4ccccc4nc3n(C3CCCCC3)c2=N)cc1	0	-1.3	14	-9	-379	-10	1.1	-33
Cc1ccc(CN2CCSc3ccc(C(=O)NCc4ccco4)cc32)cc1	1	6.9	11	-2	-369	-1	0.96	-4
Nc1c(-c2ccccc2)cnn1-c1cccc([N+](=O)[O-])c1	2	1.2	-4	0	12	11	1.1	2
CCCCOC(=O)n1c(=O)oc2ccc(S(=O)(=O)N3CCCCC3)cc21	-2	6.1	-16	4	20	-9	0.93	0
CC(C)c1ccc(NC(=O)C2CCN(S(=O)(=O)c3ccc4c(c3)C(C)(C)C(=O)N4C)CC2)cc1	-10	-2.0	15	-11	13	-12	0.92	3
O=C1CC(c2ccco2)CC2=C1C=Nc1ccccc1N2 (stereo not drawn)	-1	-1.4	-2	-4	8	-9	1.1	0
C[C@@H](NC(=O)c1nc[nH]c1C(=O)NCCCCCNC(=O)OC(C)(C)C)c1ccccc1	1	-1.9	12	5	3	2	1.4	2
CC(=O)Nc1ccc(S(=O)(=O)Nn2cnnc2)cc1	0	-2.6	-14	13	6	-1	1.1	3
O=c1cc(CSc2n[nH]c(=O)n2C2CC2)c2ccc(O)cc2o1	-3	3.1	2	-3	-175	-21	1.4	-28
O=C(CCc1ccc(Oc2cc([N+](=O)[O-])cc([N+](=O)[O-])c2)cc1)N1CCCCCC1	0	24	12	22	13	4	0.87	2
O=C(Nc1cccc(C(=O)N2CCOCC2)c1)c1ccccc1Br	10	-1.0	13	-5	4	-9	1.4	0
CN(CC(=O)Nc1cccc(F)c1)C(=O)c1ccc(-n2cncn2)c([N+](=O)[O-])c1	1	-0.7	-11	1	-5	-13	0.94	1
Cc1nc([N+](=O)[O-])cn1CC(O)c1ccc(Cl)cc1 (stereo not drawn)	2	0.7	1	-16	20	10	0.86	1
COc1ccc(OC)c(/C=N/NC2=NS(=O)(=O)c3ccccc32)c1	5	0.3	5	-7	-41	11	0.99	3

Further compounds follow:
molecule	NR3A LBD binder	MPTP inh	PfGluPho inh	ATG4B inh	SENP8 inh	SENP6 inh	hIAP activ	SENP1 inh
COc1ccc(-c2nnc(SCC(=O)/C(C#N)=C(\C)N)o2)cc1	13*	-0.5	6	-7	5	11	1	-1
COc1ccc2c(c1)c(C(C)=O)c(C)n2C	0	1.9	-5	-2	36	-18	0.91	3
CCN(CC)C(=O)C1=C(C)N(CCCOC)C(=O)C(CC(=O)NCCN2CCOCC2)C1 (stereo not drawn)	/	-0.7	-3	/	-3	/	/	1
Cc1cc(C)c2[nH]c(O)c(N=Nc3ccc(C(=O)O)cc3)c2c1	4	-0.2	-11	-1	17	23	0.77	11
CN1C[C@H](C(=O)NC2(C)OC3(O)[C@@H]4CCCN4C(=O)[C@H](Cc4ccccc4)N3C2=O)CC2c3cccc4[nH]cc(c34)C[C@H]21 (stereo partly drawn)	-7	-3.4	4	-18	-118	-14	0.98	36
CCOC(=O)CCCNC(=O)CSc1nnc(-c2ccccc2)c(-c2ccccc2)n1	-4	-1.4	-3	0	7	-23	0.92	-2
Cc1cc(-c2ccc(C)c(S(=O)(=O)NCCc3ccco3)c2)on1	1	-0.5	-8	8	-3	-6	0.87	-3
CCCNC(=O)c1ccc(N2CCC3(CC2)CC(c2cccc(Br)c2)=NO3)c(NC(=O)c2cccc(C)c2)c1	3	0.7	4	-5	10	-7	0.91	1
O=C(Cn1nnc(-c2ccccc2NC(=O)c2ccco2)n1)Nc1ccccc1	3	-2.3	-1	-2	19	-6	0.99	-2
O=C(O)CCC(=O)Nc1ccc(C(=O)OCC(=O)c2ccc(Cl)cc2)cc1	-3	0.7	0	15	11	1	1.1	0
Cc1ccc(S(=O)(=O)N2CCN(C(=O)C3=COCCO3)CC2)cc1C	-1	-0.1	8	2	20	4	1.1	2
CC(C)n1c(-c2cccs2)nc2ccccc21	-1	0.4	24	11	-366	-11	1	0
COc1ccc([N+](=O)[O-])cc1N(CC(O)CN1CCCCC1)S(=O)(=O)c1ccccc1 (stereo not drawn)	-1	0.9	-8	-4	15	-6	0.95	0
O=C1CCC(=O)N1c1ccc(-c2nc3ccccc3s2)cc1	2	1.4	-18	-9	-45	89*	1.2	5
Cc1cccc(N2C(=O)CC(Sc3nccc(C)n3)C2=O)c1 (stereo not drawn)	1	-0.1	-4	-2	10	-5	1.2	0

High-throughput results (PubChem BioAssay)
